High-throughput results (PubChem BioAssay)
EP2 antag = EP2 receptor (human) inhibition. P43116. C6 glioma cells expressing human EP2, cAMP TR-FRET; cells stimulated with saturating PGE2. inhibition, % at 25 µM. 0.52% of 260,000 active. AID 1422;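 active = percent inhibition above 40 after rounding to a whole number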;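 also: rat C6 glioma host cells with rolipram phosphodiesterase inhibitor present; the protocol text gives 20 µM as final concentration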
Target sequence (P43116 whole entry, looked up): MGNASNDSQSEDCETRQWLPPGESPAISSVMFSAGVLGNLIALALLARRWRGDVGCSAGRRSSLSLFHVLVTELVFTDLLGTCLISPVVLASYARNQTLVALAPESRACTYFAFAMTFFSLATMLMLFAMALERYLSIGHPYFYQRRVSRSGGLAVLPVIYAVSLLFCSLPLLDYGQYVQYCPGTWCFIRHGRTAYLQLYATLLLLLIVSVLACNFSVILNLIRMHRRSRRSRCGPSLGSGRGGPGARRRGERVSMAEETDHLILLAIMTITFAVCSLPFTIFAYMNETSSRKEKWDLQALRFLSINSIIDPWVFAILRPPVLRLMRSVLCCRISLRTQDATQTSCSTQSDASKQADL
Starred values were filed as active, the others as inactive. This is a subset; rates above refer to the full screens.

compound | EP2 antag
Cc1sc2nc(C3CC3)nc(SCC(=O)Nc3ccccc3F)c2c1C | 8.2
O=[N+]([O-])c1cc(-c2csc(NCCc3nc4cc(Cl)c(N5CCCCC5)cc4n3CCCO)n2)ccc1Cl | 13.8
O=C1CCc2cc(S(=O)(=O)NCC3CCCN(Cc4ccccc4)C3)ccc2N1 (configuration not stated) | 3.9
CCn1c(=O)c(C(=O)Nc2ccc(Cl)cc2)c(O)c2ccccc21 | 9.3
COCCNC(=O)COC(=O)c1cccs1 | 10.4
CCCN1C[C@H](NC(=O)C2CC=CCC2)[C@@H](c2ccc(OC)cc2)C1 (some centres not stated) | 5.9
OCCCc1nc2ccccc2n1CCCOc1ccc(Cl)cc1 | 6.4
O=C(O)C[C@H]1c2cc(F)ccc2S(=O)(=O)N1C1CCCCC1 | 12.1
CCOc1ccc(C2=C/C(=C/c3ccccn3)C(=O)O2)cc1 | 13.3
Cc1cc(NC(=O)CSc2nc3cc(C)c(C)cc3cc2C)no1 | 6.7
Cc1cc2ncn(CCC(=O)NCc3ccccc3)c2cc1C | 7.4
CCCC(c1nnnn1CCOC)N(Cc1cc2ccc(C)cc2[nH]c1=O)C1CCCC1 (configuration not stated) | 19.8
O=C(O)/C=C(/CC(=O)O)C(=O)O | 14.7
Cc1cc(C)c2[nH]c(=O)c(C(c3nnnn3Cc3ccc(F)cc3)N3CCCCCC3)cc2c1 (configuration not stated) | 13.3
COc1ccc(N(C(C)C(=O)NCc2ccncc2)S(C)(=O)=O)cc1 (configuration not stated) | 16.3
CCCn1c(CN2CCc3c(nc(C)[nH]c3=O)C2)nc2ccccc21 | 6.8
CCc1ccc2[nH]c(=O)c(CN(CCO)S(=O)(=O)c3ccccc3)cc2c1 | 9.3
COc1ccccc1C1Nc2cc(C)c(C)cc2NC2=C1C(=O)CC(C)(C)C2 (configuration not stated) | 9.2
CCCc1nc(SCC(=O)NC(C)(C)CC)c2ccccc2n1 | 10.9
CC1(c2nnc(-c3cccc(Cl)c3)o2)CC(c2ccc(F)cc2)=NO1 (configuration not stated) | 3.0
COc1ccc(OC)c(NC(=O)CSc2n[nH]c(C)n2)c1 | 8.8
CCN1CCCC1CN(Cc1cc2c(C)ccc(C)c2[nH]c1=O)C(=O)Nc1cccc(Cl)c1 (configuration not stated) | 4.7
O=C(Cc1cccs1)N1CCC(c2nc(-c3cccs3)no2)CC1 | 8.2
CCc1nnc(NC(=O)CSc2nnc(-c3cccnc3)n2-c2ccccc2C)s1 | 11.4
COc1ccc(-n2c(SCC(=O)Nc3cccc(C(C)=O)c3)nc3sc(C)c(C)c3c2=O)cc1 | 5.3

More entries
compound | EP2 antag
COCC(=O)N(Cc1cc2cc(C)ccc2[nH]c1=O)c1cccc(C)c1 | 13.3
CCN(CC)C(=O)CSc1nnc(COc2ccc(C)cc2)n1C | 16.6
CCOC(=O)C1=C(C)Nc2ncnn2C1c1ccccc1C(F)(F)F (configuration not stated) | 6.5
COc1ccc(C2(NC(=O)c3c(-c4ccncc4)noc3C)CCCCC2)cc1 | 0.1
CCc1cccc(C)c1N(C(=O)Cn1nnc2ccccc21)C(C)COC (configuration not stated) | 3.2
Cc1ccc(C2(C(=O)NCCn3nc(-c4cccs4)ccc3=O)CC2)cc1 | 5.5
Cn1c(SCC(=O)Nc2ccccc2Cl)nnc1C1CC1 | 17.2
COc1ccc2cc(C#N)c(SCC(=O)Nc3ccccc3Br)nc2c1 | 27.0
O=C(Nc1ccc2c(c1)OCO2)C1CCN(C(=O)NC2CCCCC2)CC1 | 17.4
CCCOc1ccc(C2C3=C(CCCC3=O)N(C)C3=C2C(=O)CCC3)cc1OC | 13.1
O=C1c2ccccc2C(=O)c2c(NC(=O)c3ccc4c5c(ncnc35)-c3ccccc3C4=O)cccc21 | 32.8
Fc1ccc(-c2csc(N3CCN(C(=S)NCC4CCCO4)CC3)n2)cc1 (configuration not stated) | 10.4
COc1ccc(OC)c(NC(=O)CN2CCC(NC(=O)C3CCCCC3)CC2)c1 | 10.6
CCOC(=O)c1cccc(NC(=O)CSc2nnc3c(C)cc4cc(OC)c(OC)cc4n23)c1 | 10.9
CC1CCCCN1Cc1nc2c(c(=O)n(C)c(=O)n2C)n1CCN1CCOCC1 (configuration not stated) | 14.4
COCCN(Cc1cc2cc3c(cc2[nH]c1=O)OCO3)C(=O)c1ccccc1 | 24.6
CCc1ccc2[nH]c(=O)c(CN(CC3CCCO3)C(c3nnnn3Cc3ccco3)C(C)C)cc2c1 (configuration not stated) | 9.2
Cc1ccc2cc(C#N)c(SCC(=O)Nc3ccccc3N3CCOCC3)nc2c1 | 8.7
CC(C)c1nnc(NC(=O)C(=O)Nc2ccc3c(c2)OCCO3)s1 | 17.0
O=C(Nc1ccccc1-c1nnn(CC(=O)N2CCOCC2)n1)c1ccco1 | 9.7
COc1ccc(CN(Cc2cn[nH]c2C(C)(C)C)CC2CCCO2)cc1OC (configuration not stated) | 6.2
CC(NC(=O)Cc1ccccc1F)c1nc(-c2cccnc2)n[nH]1 (configuration not stated) | 0.1
COc1ccc2[nH]c3nc(SCC(=O)Nc4ccc(F)cc4)nnc3c2c1 | 12.1
CC1=[N+](CC(=O)c2ccc(Br)cc2)CCn2cccc21 | 8.5
COc1ccc(C(=O)Nc2cc3c(C)cc(=O)oc3cc2C)cc1OC | 6.7

(continued)
compound | EP2 antag
Nc1ccc2nc(C3CC3)n(Cc3ccc(Cl)cc3)c(=O)c2c1 | 20.3
C=CCn1c(C(NC(=O)c2ccc(C)cc2)C(C)C)n[nH]c1=S (configuration not stated) | 4.5
COc1ccc(OCc2nnc(SCC(=O)N3CCCC3)o2)cc1 | 13.2
Nc1c(S(=O)(=O)O)cc(Nc2cccc(S(N)(=O)=O)c2)c2c1C(=O)c1ccccc1C2=O | 35.6
O=C(O)COc1ccc(NC(=O)c2cc3ccccc3oc2=O)cc1 | 10.3
Cc1cc(=O)oc2cc(OC(C)C(=O)Nc3cccc(C(F)(F)F)c3)ccc12 (configuration not stated) | 12.1
CCOc1ccccc1-n1c(SCC(=O)N2CCCC2)nnc1-c1cccnc1 | 10.2
CC1CCCN(CC(O)c2ccc3c(c2)CCCN3C(=O)c2cccc(F)c2)C1 (configuration not stated) | 13.0
CCOC(=O)C1=C(c2ccccc2)NC(=S)NC1c1cccc(OC)c1OCC (configuration not stated) | 13.3
O=C(Cc1ccccc1)NN1C(=O)/C(=C\c2ccco2)SC1=S | 8.0
CC(C)n1cc(/C=C\c2nc(O)c([N+](=O)[O-])c(=O)[nH]2)c2ccccc21 | 8.6
CCNC(=O)C1CCN(S(=O)(=O)c2ccccc2)CC1 | 9.5
CCn1cc(C(=O)O)c(=O)c2cnc(N3CCCC3)nc21 | 8.3
CCc1nn(CC(=O)NCCOC)c(=O)c2cc3oc(C)cc3n12 | 5.3
CC(c1nnnn1C(C)(C)C)N1CCN(c2cccc(C(F)(F)F)c2)CC1 (configuration not stated) | 5.2
COc1ccc(-n2c(SCC(=O)Nc3cccc(C)c3)nnc2-c2ccncc2)cc1 | 7.9
CN(C)CCNC(=O)c1c(NC(=O)c2ccccc2)sc2c1CCCC2 | 11.9
COc1ccc(C(=O)N2CCC[C@H](Cn3cc(C(=O)NCc4ccccc4F)nn3)C2)o1 | 8.6
CCOc1cc(C(=S)N2CCCCC2)ccc1OC | 11.4
Cc1ccc(C)c2[nH]c(=O)c(CN(CCCN3CCOCC3)C(=O)Nc3ccccc3Cl)cc12 | 10.6
CCOC(=O)c1cc(-c2ccccc2)nn1CC1CC(c2cccc([N+](=O)[O-])c2)=NO1 (configuration not stated) | 6.6
COc1cc(C2C3=C(CC(C)(C)CC3=O)NC3=C2C(=O)CC(C)(C)C3)ccc1OCCO | 6.4
CN(C(=O)Cn1nc(-c2ccncc2)oc1=O)C1CCCCC1 | 4.9
CN1CCN(c2nc3c(c(=O)[nH]c(=O)n3C)n2C)CC1 | 10.3
CCOc1cccc(/C(O)=C2/C(=O)C(=O)N(CCN(C)C)C2c2ccncc2)c1 (configuration not stated) | 13.0

Among those listed so far, these contain a thiophene ring, fused or not:
compound | EP2 antag
Cc1sc2nc(C3CC3)nc(SCC(=O)Nc3ccccc3F)c2c1C | 8.2
COCCNC(=O)COC(=O)c1cccs1 | 10.4
O=C(Cc1cccs1)N1CCC(c2nc(-c3cccs3)no2)CC1 | 8.2
COc1ccc(-n2c(SCC(=O)Nc3cccc(C(C)=O)c3)nc3sc(C)c(C)c3c2=O)cc1 | 5.3
Cc1ccc(C2(C(=O)NCCn3nc(-c4cccs4)ccc3=O)CC2)cc1 | 5.5
CN(C)CCNC(=O)c1c(NC(=O)c2ccccc2)sc2c1CCCC2 | 11.9

Other records:
compound | EP2 antag
COc1ccc(-c2nnc(SCC(=O)Nc3nccs3)n2C)cc1 | 8.2
COCCn1c(SCC(=O)Nc2ccc(OC)cc2)nnc1-c1ccccc1 | 9.7
CC(C)(C)C(=O)NC1CCN(CC(=O)Nc2ccc(Cl)cc2)CC1 | 12.0
COc1ccc(OCC2Cn3c(nc4c3c(=O)[nH]c(=O)n4C)O2)cc1 (configuration not stated) | 8.2
CCOc1cc(C2C3=C(CCCC3=O)N(CC(=O)O)C3=C2C(=O)CCC3)ccc1OC | 4.0
O=C(CNCc1ccc(F)cc1)Nc1ccc(N2CCCC2)cc1 | 19.3
COc1ccc(CCN2C(=O)C(O)=C(C(C)=O)C2c2ccccc2F)cc1OC (configuration not stated) | 7.0
O=C(Nc1ccc(F)cc1F)C1CCN(c2cnccn2)CC1 | 8.0
COC(=O)c1sc(NC(=O)c2cccc(OC)c2)c(C(=O)OC)c1C | 21.4
O=S(=O)(c1cccc(C(F)(F)F)c1)N1CCC(c2nc3ccccc3s2)CC1 | 13.4
COC1=CC(C)[C@@H]2C[C@H]3OC(=O)C[C@H]4C(C)=C(OC)C(=O)C([C@@]34C)[C@@]2(C)C1=O (some centres not stated) | 3.6
COCCNC(=O)C1CCCN(S(=O)(=O)c2ccc(S(=O)(=O)N(C)C)cc2)C1 (configuration not stated) | 12.9
Cc1cc2c(cc1C)C(O)CC1(CCN(CC(O)c3ccc(Cl)cc3)CC1)O2 (configuration not stated) | 9.3
CCc1nc(SCC(=O)NCCc2ccc(OC)c(OC)c2)c2c(C)c(C)sc2n1 | 5.5
CCC(C)(C)c1nnc(N)s1 | 7.7
O=C(/C=C/c1ccc2c(c1)OCO2)Nn1cnnc1 | 23.8
Cc1ccc(S(=O)(=O)N2CCC(N3CCC(C)CC3)CC2)cc1Cl | 10.1
O=C(CN1C(=O)[C@H]2CCCN2C(=O)c2ccccc21)NCc1cccc(Cl)c1 | 4.9
Cc1cc(O)c2c(c1O)C(=O)c1c(O)cc(C)c(O)c1C2=O | 7.4
Cc1ccc(-c2nnn(CC(=O)N(c3cccc(F)c3)C(C(=O)NC(C)(C)C)c3ccc(C)o3)n2)o1 (configuration not stated) | 12.5
COc1ccccc1NC(=O)CSc1nnc(CNc2ccc(C)cc2C)o1 | 4.8
Cc1cccc(C(=O)O)c1C[C@@H]1NCC[C@@H]2c3ccccc3N[C@@H]12 | 46.0*
Cc1ccc(N2CC(C(=O)Nc3ncccc3C)CC2=O)cc1 (configuration not stated) | 7.0
COc1ccc2c(c1)C(=O)CC1(CCN(C(=O)OC(C)(C)C)CC1)O2 | 4.9
COc1ccc2c(c1)NC1(CCN(C(=O)c3c(C)noc3C)CC1)c1cccn1-2 | 8.4

Carrying on.
compound | EP2 antag
COC1C=CC23c4cc5c(cc4CN(C[C@H]2O)[C@@H]3C1)OCO5 (some centres not stated) | 10.5
CCCn1cnc2scc(-c3ccc(C)c(C)c3)c2c1=O | 6.7
CN(C)CCCN1c2ccccc2C(C)(C)c2ccccc21 | 13.7
CC1CCN(c2ccc(NC(=O)c3ncoc3-c3ccccc3F)cc2C(N)=O)CC1 | 6.9
Cc1cc2cc(C#N)c(SCC(=O)N3CCCc4ccccc43)nc2cc1C | 8.4
COc1ccc(NC(=O)COC(=O)c2ccccn2)cc1 | 13.7
COc1ccc(CC(=O)Nc2nnc(CCc3ccccc3)s2)cc1OC | 13.0
CCOc1ccc2[nH]c(=O)c(C(c3nnnn3C(C)(C)C)N3CCN(C)CC3)cc2c1 (configuration not stated) | 9.7
CC(C)(C)c1cc(C(F)(F)F)c(C#N)c(SCC(N)=O)n1 | 5.2
O=C1NC2(CCN(C(=O)C3CC(=O)N(C4CCCCC4)C3)CC2)Nc2ccccc21 (configuration not stated) | 3.8
CC(=O)c1cccc(NC(=O)N2CCCC2C(=O)NCc2cccs2)c1 (configuration not stated) | 8.1
O=C(CSc1nnnn1-c1ccc2c(c1)OCCO2)NCc1ccccc1 | 16.8
COc1ccccc1NC(=O)CSc1nnc(-c2cccnc2)n1Cc1ccccc1 | 10.2
CC(C)Oc1ccc(C(=O)Nc2ccc3oc(=O)ccc3c2)cc1 | 4.4
CCOC(=O)C(=O)Nc1nnc(-c2ccc(F)cc2)s1 | 6.4
CCC(C)(C)n1nnnc1C(c1cc2cccc(C)c2[nH]c1=O)N1CCN(c2ccccc2F)CC1 (configuration not stated) | 11.5
CCN1CCN(C(=O)NC(C(=O)N[C@@H]2C(=O)N3[C@@H]2SC(C)(C)[C@@H]3C(=O)O)c2ccccc2)C(=O)C1=O (some centres not stated) | 8.0
COc1ccc(C(=O)NC(=S)Nc2ccc(S(=O)(=O)Nc3nccs3)cc2)cc1OC | 43.4*
CCc1nnc(NS(=O)(=O)c2ccc(NC(=O)CCC(=O)O)cc2)s1 | 10.4
Cc1cccc2cc(CN(Cc3cccnc3)C(=S)Nc3cccc(Cl)c3)c(=O)[nH]c12 | 5.3
O=C(NC1(c2cccc(F)c2)CCCC1)c1cc(-c2ccccn2)n[nH]1 | 8.8
